# PfGluPho inh = PfG6PD (Plasmodium falciparum) enzyme inhibition. inhibition, % at 20 µM. AID 504690. PfGluPho enzyme, NADPH resazurin-diaphorase fluorescence. 350,000 tested, 0.78% active;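 active = inhibition reaching at least a set limit at 20 µM in the primary screen, cut at about 59% in these data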;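 note: 0% = DMSO wells with substrate and 100% = DMSO wells lacking glucose-6-phosphate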
# SENP6 block = blocks the human protease SENP6. Q9GZR1. Recombinant SENP6 catalytic domain, aminoluciferin luminescence. inhibition, % at 10 µM. 330,000 tested, 1.8% active;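 active = inhibition above about 50% at the single tested dose, limit read from the data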;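 note: plate controls were DMSO wells with enzyme for no effect and DMSO wells lacking enzyme for full effect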
# Apaf1 inhib = human Apaf-1 inhibition; O14727; reconstituted apoptosome caspase-3 activity, DEVD-Rh110 fluorescence; inhibition, % at 20 µM; 330,000 tested, 0.71% active; AID 489030; active = inhibition of at least 40% at 20 µM;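 note: plate controls were DMSO wells for no effect and DEVD-CHO caspase inhibitor wells for full effect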
#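 Material: reconstituted apoptosome with Apaf-1, cytochrome c, caspase-9, procaspase-3, dATP. Technique: Rh110 fluorescence intensity. Buffer or medium: pH 7.5 Hepes buffer with CHAPS, BSA, DTT. Times: 30 min plus 50 min, RT.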
# HKDC1 inh = HKDC1 (human) hexokinase inhibition; Q2TB90; recombinant HKDC1, G6PDH/diaphorase resazurin coupled fluorescence; inhibition, % at 20 µM; 340,000 tested, 0.16% active;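 active = inhibition above about 35% when tested at 20 µM, limit read from the data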;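 note: plate controls were DMSO wells with enzyme for no effect and DMSO wells lacking enzyme for full effect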
#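 Material: recombinant HKDC1 hexokinase; Amount: HKDC1 at 5 µg/mL; Medium: Tris pH 8.0 buffer with MgCl2, Tween-20, BSA, BME; Schedule: 90 min reaction incubation at room temperature, dark; Technique: coupled resazurin fluorescence, excitation 525 nm, emission 613 nm.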
# SENP8 block-1 = inhibitors of human SENP8 protease; recombinant SENP8, Nedd8 substrate fluorescence; AID 602440; 360,000 tested, 0.64% active; Q96LD8; inhibition, % at 20 µM; in the data active = inhibition mostly above about 40%, no sharp cut-off; inactive = mostly below about 27%
# Target sequence (Q96LD8 whole entry, looked up): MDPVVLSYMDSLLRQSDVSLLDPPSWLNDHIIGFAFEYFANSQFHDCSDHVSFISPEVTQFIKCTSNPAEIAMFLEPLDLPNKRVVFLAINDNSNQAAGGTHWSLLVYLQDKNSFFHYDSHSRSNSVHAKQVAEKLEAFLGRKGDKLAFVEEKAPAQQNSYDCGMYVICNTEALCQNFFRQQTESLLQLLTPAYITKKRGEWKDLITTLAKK
# SENP7 inh = SENP7 protease inhibition; Q9BQF6; inhibition, % at 5 µM; AID 434973; 330,000 tested, 1.5% active; recombinant SENP7, Z-RLRGG-aminoluciferin luminescence, 40 min;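 active = inhibition above about 50% at the single test dose, limit read from the data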;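 note: plate controls were DMSO with enzyme for no effect and no enzyme buffer wells for full effect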
# Target sequence (Q9BQF6 706-1050 limits assumed): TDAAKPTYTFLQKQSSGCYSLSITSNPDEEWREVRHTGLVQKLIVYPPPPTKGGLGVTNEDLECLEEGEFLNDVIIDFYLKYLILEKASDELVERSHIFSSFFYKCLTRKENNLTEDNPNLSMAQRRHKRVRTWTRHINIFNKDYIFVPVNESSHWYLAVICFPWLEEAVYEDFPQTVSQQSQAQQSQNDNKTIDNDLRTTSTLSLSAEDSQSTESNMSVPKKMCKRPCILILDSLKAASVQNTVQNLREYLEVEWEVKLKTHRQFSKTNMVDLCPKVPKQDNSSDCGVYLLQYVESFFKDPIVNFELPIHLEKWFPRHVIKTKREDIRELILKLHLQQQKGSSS
# SENP8 block-2 = blocks the human protease SENP8; AID 2540; inhibition, % at 10 µM; Q96LD8; purified SENP8, Z-RLRGG-aminoluciferin cleavage, luminescence; 330,000 tested, 1.2% active; in the data active = inhibition above about 50%
# SENP1 FRET inh = blocks the human SENP1 SUMO protease catalytic domain; AID 624204; 360,000 tested, 0.21% active; recombinant SENP1 catalytic domain, CyPet-SUMO1-YPet FRET cleavage; inhibition, % at 10 µM;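 active = inhibition at least 30% at 10 µM, raw YFP signal under a set limit, fluorescence ratio 0.5 to 1.5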;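 note: 0% = enzyme with DMSO and 100% = no enzyme wells; some results filed as inactive read as strong as hits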
# Target sequence (Q9P0U3 419-644 limits assumed): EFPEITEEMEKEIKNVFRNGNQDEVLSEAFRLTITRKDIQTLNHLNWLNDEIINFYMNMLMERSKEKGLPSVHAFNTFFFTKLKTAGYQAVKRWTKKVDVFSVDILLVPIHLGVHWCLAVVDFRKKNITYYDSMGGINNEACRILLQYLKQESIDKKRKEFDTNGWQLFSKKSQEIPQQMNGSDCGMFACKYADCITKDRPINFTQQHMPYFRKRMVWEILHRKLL
#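 Assay system – human recombinant His6-tagged SENP1 catalytic domain enzyme · Input – SENP1 enzyme, 20 pM final · Buffer or medium – Tris pH 8 buffer plus EDTA, NaCl, BME, BSA, NP40, catalase · Schedule – 50 min reaction at room temperature · Technique – FRET read of cyan and yellow fluorescence · Control set – no-enzyme wells low, DMSO-plus-enzyme wells high control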
# * hit, by the source's call; / = not tested or not shown; & = joins results of further samples.
SMILES,PfGluPho inh,SENP6 block,Apaf1 inhib,HKDC1 inh,SENP8 block-1,SENP7 inh,SENP8 block-2,SENP1 FRET inh
O=C(CCN1C(=O)[C@@H]2Cc3ccccc3CN2C1=O)N[C@@H](Cc1ccccc1)C(=O)O,-7,-14,1,-2,4,9,-9,1
Cc1ccc2[nH]c(=O)c(CN(CC3CCCO3)C(=O)c3ccncc3)cc2c1 (stereo not drawn),-15,-8,-3,-7,-124,-5,-3,-1
CCOC(=O)CN1C(=O)S/C(=C/C=C/c2ccc(N(C)C)cc2)C1=O,21,-6,12,13,28,9,-12,45
CCOC(=O)C1=C(CNC2CCCCC2)NC(=O)NC1c1cc(C)ccc1C (stereo not drawn),-11,-22,17,-5,19,-2,-6,-2
NS(=O)(=O)c1ccc(CNC(=O)c2ccc(Cl)c(S(=O)(=O)NCc3ccccc3)c2)cc1,6,-3,-9,5,0,-4,10,2
O=C(CCS(=O)(=O)Cc1ccccc1)NC1CCCCC1,-5,-9,1,-2,5,2,0,2
O=C(NCCc1ccccc1)c1c(O)c2ccccc2[nH]c1=O,-13,-8,12,-5,-5,-17,-15,1
Cc1cc(C)n(C(=O)c2ccc(NC(=O)CC(C)C)cc2)n1,-7,-28,-5,-8,19,8,4,0
O=c1ccc(-c2ccccc2)nn1Cc1ccccc1,3,/,/,-2,2,/,/,-3
Cn1c(CCN2CCCCC2)nc2cc(NC(=O)NC3CCCCC3)ccc21,-6,-8,-1,-2,7,-1,-2,1
CCN1CCN(Cc2ccc(NC(=O)c3cc(NC(=O)c4ccno4)cc(OC)c3)cc2C(F)(F)F)CC1,4&7,-4,15,-2,13&18,3,-5,-3&-1
CC1CCCCC1NC1=NCCS1 (stereo not drawn),-10,-8,2,-4,18,-4,-7,1
O=C(CN1C(=O)C(=O)N(Cc2ccco2)C1=O)c1c[nH]c2ccccc12,26,-6,1,1,10,-13,-8,-21
CCn1c(SCC(=O)NCc2cccs2)nnc1-c1ccncc1,7,-8,5,-9,1,-8,-3,0
CC1CCN(C(=O)C2c3ccccc3C(=O)N3CCc4ccccc4C23)CC1 (stereo not drawn),-9,9,-17,-6,-32,3,-3,-3
CCCCNc1cc(=O)n(C)c(=O)[nH]1,8,2,3,-12,-7,1,-10,-21
Cc1ccc(-c2csc(NC(=O)CN3C(=O)CCC3=O)n2)cc1,6,-29,4,-1,5,5,2,2
COc1ccccc1-c1nnc2sc(COc3ccc(Cl)cc3Cl)nn12,-4,9,16,-3,2,1,-5,1
Cc1ccccc1OCC(=O)Nc1ccc(NC(=O)c2ccco2)cc1,5,-33,-1,-13,17,-8,-12,1
OCCN1CCN(CCOc2ccccc2-c2ccccc2)CC1,4,0,-6,-11,12,1,2,-1
Cc1ccc(C)c(N2CCN(S(=O)(=O)c3ccc4c(c3)OCCO4)CC2)c1,-14,-8,7,-1,13,4,-2,1
Cc1cc([N+](=O)[O-])cnc1N1CCOCC1,2,8,6,-4,14,2,3,4
O=C(NNc1nc2ccccc2s1)c1ccc(F)cc1,3,-1,2,-14,-1,3,-1,0
COc1ccc(NC2(c3ccc(Cl)cc3)C(=O)c3ccccc3C2=O)cc1,2,-9,21,-4,31,-6,2,4
Cc1nc2[nH]c(=S)[nH]c(=O)c2nc1C,18,/,/,-5,-212,/,/,-3
CCn1c(SCC(=O)C(C)(C)C)nnc1-c1cccnc1,-5,-8,-1,-7,19,-1,3,2
CCN(CC)S(=O)(=O)c1ccc(NC2c3ncccc3C(=O)N2Cc2ccccc2)cc1 (stereo not drawn),12,6,16,20,15,-1,-3,1
CC(C)NC(=S)Nc1ccc(Oc2ccccc2)cc1,-3,13,7,-5,28,12,-5,4
O=C(CSc1nnc(CNc2ccc(F)cc2)n1Cc1ccccc1)N1CCOCC1,1,-6,9,5,6,6,-2,0
COc1cc(/C=N/NC(=O)c2ccncc2)ccc1OC(=O)c1cccc(F)c1,-1,-18,13,7,-2,0,0,3

# Structures above that contain a Cl atom, in the order listed:
SMILES,PfGluPho inh,SENP6 block,Apaf1 inhib,HKDC1 inh,SENP8 block-1,SENP7 inh,SENP8 block-2,SENP1 FRET inh
NS(=O)(=O)c1ccc(CNC(=O)c2ccc(Cl)c(S(=O)(=O)NCc3ccccc3)c2)cc1,6,-3,-9,5,0,-4,10,2
COc1ccccc1-c1nnc2sc(COc3ccc(Cl)cc3Cl)nn12,-4,9,16,-3,2,1,-5,1
COc1ccc(NC2(c3ccc(Cl)cc3)C(=O)c3ccccc3C2=O)cc1,2,-9,21,-4,31,-6,2,4

# Entries shown so far with an aryl thioether with sulfur outside any ring, in the order listed:
SMILES,PfGluPho inh,SENP6 block,Apaf1 inhib,HKDC1 inh,SENP8 block-1,SENP7 inh,SENP8 block-2,SENP1 FRET inh
CCn1c(SCC(=O)NCc2cccs2)nnc1-c1ccncc1,7,-8,5,-9,1,-8,-3,0
CCn1c(SCC(=O)C(C)(C)C)nnc1-c1cccnc1,-5,-8,-1,-7,19,-1,3,2
O=C(CSc1nnc(CNc2ccc(F)cc2)n1Cc1ccccc1)N1CCOCC1,1,-6,9,5,6,6,-2,0

# Additional records follow.
SMILES,PfGluPho inh,SENP6 block,Apaf1 inhib,HKDC1 inh,SENP8 block-1,SENP7 inh,SENP8 block-2,SENP1 FRET inh
COC(=O)c1nn(-c2ccccc2)c(Sc2ccc(Cl)cc2)c1/C=N/O,1,5,20,0,26,2,2,3
Cc1ccc2c(c1)/C(=N/N1C(=O)c3ccccc3C1=O)C(=O)N2,7,3,-2,2,29,9,-3,0
CCOC(=O)c1cn(-c2ccccc2)nc1-c1cccnc1,-10,8,7,-2,9,-4,-2,1
O=C(C1CCCO1)N1N=C(c2ccc(Br)cc2)CC1c1ccco1 (stereo not drawn),-2,-6,13,-6,11,-4,-3,-3
CSCCC1NC(=O)N(CC(=O)N2N=C(c3ccc(Cl)cc3)CC2c2ccco2)C1=O (stereo not drawn),13,17,1,0,15,5,3,-5
CC(C)C[C@H](NC(=O)c1nc[nH]c1C(=O)N(C)Cc1ccccc1)C(=O)OC(C)(C)C,8,4,14,0,20,-3,7,-3
O=C(COC(=O)c1ccco1)Nc1ccc2c(c1)OCO2,-10,5,-4,-9,13,0,-4,-1
COc1ccc(C(=O)n2cnc3ccccc32)cc1,16,-9,-10,0,9,0,-2,9
Cc1cccc(CSc2ccc(-c3ccco3)nn2)c1,14,52*,0,12,3,-4,11,0
COc1ccc(CCNC2CC(=O)N(N(C)C)C2=O)cc1OC (stereo not drawn),-15,14,-2,-8,3,5,0,1
Cc1cc(Br)ccc1NC(=O)CNC(=O)CSc1ncccn1,-16,-19,14,0,4,-7,-22,3
Cc1ccccc1NC(=O)Nc1nnc(CC(=O)NCc2ccccc2)s1,-5,2,10,-8,13,0,6,0
CSCc1nc2sc(C(=O)Nc3nc(C)cs3)c(C)c2c(=O)[nH]1,20,1,8,5,-283,10,-1,-19
CCc1cc2c(=O)c(-c3cnn(-c4ccccc4)c3)c(C)oc2cc1OCC(=O)Nc1ccc(F)c(F)c1,4,4,7,-8,10,2,4,2
COc1ccc(S(=O)(=O)O/N=C2\CCCc3ccccc32)cc1,-6,7,2,16,11,6,-3,1

# Records above marked active in SENP6 block:
structure,PfGluPho inh,SENP6 block,HKDC1 inh,SENP7 inh,SENP1 FRET inh
Cc1cccc(CSc2ccc(-c3ccco3)nn2)c1,14,52*,12,-4,0

# (continued)
SMILES,PfGluPho inh,SENP6 block,Apaf1 inhib,HKDC1 inh,SENP8 block-1,SENP7 inh,SENP8 block-2,SENP1 FRET inh
O=C(O)c1cccc(NC(=O)c2cccc(NC(=O)C3CCCO3)c2)c1 (stereo not drawn),-10,63*,-7,-8,14,-15,55*,0
O=C(Nc1ncnc2sc3c(c12)CCC3)c1ccco1,0,-9,-12,2,-4,-2,-7,-1
CC(C)Cc1ccc(/C=C/C(=O)N2CCOCC2)cc1,14,-13,23,-6,13,-3,-12,-7
NS(=O)(=O)c1ccc(CCNC(=O)CCC(=O)c2cccs2)cc1,10,1,12,1,-31,6,3,-6
O=C(CCC(=O)n1ncc2ccccc21)NCc1ccccc1Cl,6,16,11,0,13,10,-18,1
COCCn1cnc2c1c(=O)n(Cc1ccccc1C#N)c(=O)n2Cc1ccccc1,-4,6,-2,-6,1,11,4,-4
C=CCN=C1N[C@@H](c2cccc(C(F)(F)F)c2)C(C(=O)OC)=C(C)N1CC,0,6,4,0,7,4,-7,0
CC1CC(C)CN(S(=O)(=O)c2ccc(C(=O)NN3CCOCC3)cc2)C1 (stereo not drawn),-16,-12,5,0,15,4,7,3
CCOCCCNC(=O)C(NC(=O)CNC(C)=O)c1ccc(Cl)cc1 (stereo not drawn),5,-3,-4,1,11,-4,-5,0
COc1cc(OC)cc(C(=O)NCC(=O)OCC(=O)N2CCc3ccccc32)c1,4,-18,11,-8,11,-2,-12,-1
CCc1cccc(NC(=O)CCS(=O)(=O)c2cccc3nonc23)c1,5,5,3,0,29,-1,4,3
CC(C)OCCCNC(=O)c1ccc(Br)cc1,-11,-9,-4,1,4,-6,-9,3
CCOc1ccc(NC(=O)C2CCCN(S(=O)(=O)c3cccc4nsnc34)C2)cc1 (stereo not drawn),-1,-19,1,-12,8,-17,-6,7
Nc1nc(NC(=O)c2ccc(F)cc2)ns1,1,-18,-6,4,0,4,-3,3
Cc1ccc(C(=O)NCc2ccco2)cc1,4,5,-11,-7,9,6,2,1

# Retrieved one by one from the entries so far, 2 records:
SMILES,PfGluPho inh,SENP6 block,Apaf1 inhib,HKDC1 inh,SENP8 block-1,SENP7 inh,SENP8 block-2,SENP1 FRET inh
CC(C)OCCCNC(=O)c1ccc(Br)cc1,-11,-9,-4,1,4,-6,-9,3
O=C(CCC(=O)n1ncc2ccccc21)NCc1ccccc1Cl,6,16,11,0,13,10,-18,1
